D3 antag: blocks the human D3 dopamine receptor; D3R cells, DiscoveRx beta-arrestin luminescence, antagonist mode; active compounds read low; max response, negative = inhibition, %; hit rate 2.5% among 360,000; AID 652054; in the data active = max response below about -50%; inconclusive = no clear call, values can overlap the other calls; note: % is set by controls: 0 for no effect and ±100 for the full control effect; mostly tested at two doses, the higher about 12 µM
Target sequence (P35462 whole entry, looked up): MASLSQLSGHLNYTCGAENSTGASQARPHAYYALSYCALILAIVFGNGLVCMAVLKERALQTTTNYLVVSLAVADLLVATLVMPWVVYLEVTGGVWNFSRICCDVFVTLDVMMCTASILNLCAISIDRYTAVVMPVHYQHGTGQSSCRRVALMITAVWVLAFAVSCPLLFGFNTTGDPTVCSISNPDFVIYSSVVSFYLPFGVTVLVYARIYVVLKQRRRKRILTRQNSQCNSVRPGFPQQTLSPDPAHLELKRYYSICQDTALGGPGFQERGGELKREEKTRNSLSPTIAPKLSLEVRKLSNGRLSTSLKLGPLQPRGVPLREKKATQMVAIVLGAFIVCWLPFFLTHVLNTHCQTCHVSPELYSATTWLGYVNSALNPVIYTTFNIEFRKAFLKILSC
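Cells expressing the human receptor were seeded at 1500 cells/well, incubated overnight at 37 degrees C in 5% CO2, then exposed to library compounds with dopamine controls for 90 minutes at 37 degrees C before luminescent detection.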
KB-3-1 tox: kills parental KB-3-1 adenocarcinoma cells; KB-3-1 viability, CellTiter-Glo ATP luminescence, 72 h; Potency, µM (titrated, usually from 46.1 µM), inactives show at the highest dose activity change, negative = cytotoxic, hits mostly cytotoxic; hit rate 1.4% among 400,000; AID 1347075; note: potency is the fitted concentration of half-maximal effect; % is set by controls: 0 for no effect and ±100 for the full control effect; nearly all actives have a fitted effect of over 60% in size
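Multi-concentration cytotoxicity screen in KB-3-1 cells grown in DMEM lacking phenol red with 10% FBS. After 72 h at 37 °C with compound, ATP-dependent luminescence was recorded.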
HT1080 IDH1KD tx: kills HT-1080 cells with IDH1 knockdown; HT-1080 IDH1 knockdown viability, ATP luminescence, 48 h; Potency, µM (series often up to 46.1 µM), inactives show top-dose activity, negative = toxicity, most hits filed as cytotoxic; hit rate 2% among 360,000;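 note: potency is the fitted concentration of half-maximal effect; 0% = DMSO wells and -100% = cell-free medium wells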
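HT-1080-IDH1KD cells (IDH1 knocked down), 750/well in RPMI with 5% FBS, treated with compound 48 h at 37 degrees C. Viability by CellTiter-Glo luminescence, normalised to DMSO and no-cell wells; concentration-response curves classed.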
KB-V1 cytotox: kills drug-selected multidrug resistant KB-V1 cells. KB-V1 MDR cells viability, CellTiter-Glo, 72 h. Potency, µM (top dose mostly 46.1 µM), inactives show at the highest dose activity change, negative = cytotoxicity, actives largely listed as cytotoxic. hit rate 3.4% among 400,000; note: potency is the fitted concentration of half-maximal effect; % is set by controls: 0 for no effect and ±100 for the full control effect; nearly all actives have a fitted effect of over 60% in size
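Cytotoxicity toward P-gp-expressing KB-V1 cells was determined as loss of CellTiter-Glo luminescence after 72 h at 37 degrees C. Compounds were tested in quantitative HTS format across a concentration range, with curves fitted to normalized data.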
SW480 rereplic: induces DNA re-replication in SW480 colon adenocarcinoma cells; SW480 DNA re-replication, Hoechst DNA content imaging, 48 h; Potency, µM (titrated, usually from 46.1 µM), without a hit: at the top dose re-replication activation, most hits filed as activators; hit rate 1.8% among 340,000; note: potency is the fitted concentration of half-maximal effect; % of control where 0% means no effect; nearly all actives have a fitted effect of over 55% in size
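SW480 cells exposed to compounds for 48 hr at 37 C, 5% CO2, then Hoechst-stained 40 min. Nuclear DNA content imaged by fluorescence scanning (405 nm excitation, 500-530 nm emission); re-replication scored as increased high-intensity nuclei.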
GLP-1R agonist: activates the human GLP-1 receptor; hit rate 0.007% among 380,000; P43220; Potency, µM (doses to about 45.6 µM), inactives show top-dose activation, hits mostly activators; HEK293 GLP-1R CRE-luciferase, luminescence, 4-6 h; cells express a hypersensitive GLP-1R form; note: potency is the fitted concentration of half-maximal effect; % of control where 0% means no effect
Target sequence (P43220 whole entry, looked up): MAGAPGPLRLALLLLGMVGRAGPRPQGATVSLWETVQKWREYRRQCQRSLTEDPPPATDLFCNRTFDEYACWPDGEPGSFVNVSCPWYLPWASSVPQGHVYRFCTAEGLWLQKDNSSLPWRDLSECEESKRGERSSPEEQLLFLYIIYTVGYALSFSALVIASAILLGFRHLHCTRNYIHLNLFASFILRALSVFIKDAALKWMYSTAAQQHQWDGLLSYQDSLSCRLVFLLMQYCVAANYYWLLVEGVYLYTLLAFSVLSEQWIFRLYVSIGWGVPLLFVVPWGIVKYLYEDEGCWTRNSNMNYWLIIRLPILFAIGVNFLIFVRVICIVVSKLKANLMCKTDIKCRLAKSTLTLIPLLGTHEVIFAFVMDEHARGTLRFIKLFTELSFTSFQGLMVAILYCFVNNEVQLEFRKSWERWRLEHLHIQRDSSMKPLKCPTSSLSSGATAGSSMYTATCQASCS
IL1B secr inh: inflammasome signaling inhibition, IL-1 beta readout; THP-1 LPS/ATP IL-1B secretion, AlphaLISA, 16 h; active compounds read low; activity change, % at 57.5 µM; hit rate 4.7% among 360,000; in the data active = activity change below about -50%; inconclusive = mostly about -30% to -49%; note: % is set by controls: 0 for no effect and ±100 for the full control effect
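Secreted IL-1B measured by AlphaLISA bead assay after 16 h compound exposure of THP-1 cells; compounds (final up to 57.5 uM) added 1 h before LPS (250 ng/mL) and ATP (1.25 mM) stimulation; lower signal means less secretion.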
HT1080NT lethal: kills 2HG-producing HT-1080-NT fibrosarcoma cells | HT-1080-NT fibrosarcoma viability, CellTiter-Glo ATP luminescence, 48 h | Potency, µM (highest dose often 46.1 µM), for the others: at the top dose activity, negative = less viability, actives largely listed as cytotoxic | hit rate 1.6% among 360,000 | AID 686970;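 note: NT is the 2HG producing partner of a matched IDH1 knockdown line; potency is the fitted concentration of half-maximal effect; 0% = DMSO-treated cells and -100% = media-only wells without cells; nearly all actives have a fitted effect of over 55% in size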
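Viability of the 2HG-overproducing fibrosarcoma line after 48 hours of compound exposure at 37 degrees C was determined by luminescence with CellTiter-Glo, and concentration-effect curves were then fitted and categorized.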
D3 ag: activates the human D3 dopamine receptor; P35462; D3R DiscoveRx beta-arrestin cells, luminescence, 90 min; max activation, %; hit rate 0.58% among 410,000; AID 652048; in the data active = max activation above about 30%; note: 0% is about no effect; mostly tested at two doses, the higher about 12 µM
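Agonist-mode cell screen: cells plated at 1500/well and incubated overnight at 37 °C, then exposed to library compounds for 90 min at 37 °C. Detection reagent was added for 30–60 min at room temperature, and luminescence was read.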
Active calls of the source: *; i = inactive; ? = inconclusive; / = not tested or not shown; & = joins results of further samples; [ ] = dose if it differs, or a comment. Unless noted, calls come from the whole dose curve; as a rule, active = well fitted curve in the direction sought with a large enough effect; inconclusive = small, poorly fitted or top-dose-only effect, or another doubt; inactive = no such curve, though single readings can be large; an effect the other way counts as inactive or inconclusive.

SMILES | D3 antag | KB-3-1 tox | HT1080 IDH1KD tx | KB-V1 cytotox | SW480 rereplic | GLP-1R agonist | IL1B secr inh | HT1080NT lethal | D3 ag
CCC1=C(Nc2ccccc2)COC1=O | ? | 5% | -6% | 15% | / | 10% | -9 | -1% | -12
Cc1ccc(C)c(NC(=O)Cn2nc([N+](=O)[O-])c(Br)c2C)c1 | -10 | ? | 11% | -25% | 0% | -1% | 8 | 6% | -11
Cn1c(=O)c(=O)n(C)c2cc(N3CCCC3)c(NS(=O)(=O)c3ccc(F)cc3)cc21 | 3 | 1% | -9% | -5% | -10% | -5% | -7 | -3% | -6
COc1ccc2[nH]c(=O)c(CN(C(C)=O)c3cccc(C)c3)cc2c1 | 16 | 7% | -10% | -8% | -10% | 4% | -1 | -3% | -4
COC(=O)C1=C(C)N(C)C(=O)NC1c1c(O)ccc2ccccc12 (configuration not stated) | 14 | 13% | 2% | -23% | 2% | -1% | 9 | 1% | -1
Cc1cc(C)c(C)c(S(=O)(=O)N2CCN(C(=O)c3cc(S(=O)(=O)N4CCOCC4)ccc3F)CC2)c1C | 7 | -14% | -8% | -10% | 12% | -6% | -6 | -1% | -3
CCCCCCNc1ccc(C(=O)OCC)cc1 | 20 | 0% | 0% | -9% | / | 3% | 37 | 17% | 6
CSCC[C@H](NC(=O)NCc1cccs1)C(=O)O | -9 | 7% | 15% | 0% | -6% | -11% | 7 | 12% | 2
CCOC(=O)C1=CCC(c2ccco2)N(S(=O)(=O)c2ccc(C)cc2)C1 (configuration not stated) | -10 | -3% | -19% | -9% | / | 6% | 55 | -24% | 1
COc1cccc(NC(=O)CSCc2nc3sc(C)c(C)c3c(=O)[nH]2)c1 | 28 | -3% | -2% | 1% | / | 8% | -5 | 3% | 2
Cc1ccc(CN2CCCC(C(=O)N3CCCC3)C2)cc1 (configuration not stated) | -8 | 0% | 18% | -3% | -5% | 1% | 28 | 15% | -1
Cc1nn(C)c(C)c1S(=O)(=O)N(CC(=O)NCCCN1CCC(C)CC1)c1ccc(C(C)C)cc1 | ? | 0% | -7% | 1% | -18% | -9% | -24 | -8% | -9
CCNC(=O)OCCC12CC3CC(CC(C3)C1)C2 | -1 | -1% | 12% | 2% | -2% | ? | 15 | 10% | -1
O=C(c1cccc(Cl)c1)N1CCN(C2CCCCC2)CC1 | 7 | 7% | 0% | 23% | 0% | 0% | -2 | 8% | -3
CCOc1ccc(NC(=O)CCn2nc(C)c(S(=O)(=O)N3CCCCC3)c2C)cc1 | 6 | 5% | 11% | -6% | -5% | 0% | 27 | 7% | 5&-18
CN(CC(=O)NCC1COc2ccccc2O1)S(=O)(=O)c1ccc(Cl)cc1 (configuration not stated) | -17 | 0% | 11% | ? | 0% | 0% | 9 | 15% | -10
CCN(CC(=O)NCc1cccs1)C(=O)CCCOc1ccc(C(C)(C)C)cc1 | -6 | ? | -6% | 21µM* | -1% | -3% | -9 | -1% | -3
Cc1ccc(NC(=O)C2=CC(c3cccs3)=NS(=O)(=O)N2C)cc1 | 7 | 0%&-8% | -8% | -9%&4% | -15% | 5% | -7 | -1% | -8&-14
Cn1nccc1C(=O)Nc1cccc(C(F)(F)F)c1 | 3 | -12% | 3% | 2% | -9% | 4% | 21 | 0% | 0
CC(C)C[C@H](NC(=O)c1nc[nH]c1C(=O)N1CCC(C)CC1)C(=O)OCc1ccccc1 | 13 | 0% | -2% | -5% | 0% | -2% | -9 | -18% | -9
Cc1cccc(-n2c(Cc3cc(=O)[nH]c(=O)[nH]3)nnc2SCC(=O)NCC2CCCO2)c1 (configuration not stated) | -7 | -7% | 1% | -1% | -2% | -6% | 0 | -10% | -3
O=C(COC(=O)Cc1c(Cl)cccc1Cl)Nc1ccc(OC(F)(F)F)cc1 | 0 | 24% | 9% | ? | -2% | -6% | ? | -1% | 7
N#C/C(=C\c1ccc(OCc2ccccc2)cc1)C(N)=O | -26 | -13% | 0% | -2% | -29% | 4% | -14 | -6% | -13
O=C(c1cccs1)N1CCN(c2ncc(C(F)(F)F)cc2Cl)CC1 | 7 | -12% | -2% | ? | 11% | 1% | -10 | 9% | 19
COC(=O)c1ccccc1NC(=O)CCCOc1cc(=O)n(C)c2ccccc12 | -8 | 0% | 2% | 0% | / | 8% | 26 | 2% | 0
NC(=O)c1ccccc1OCC(=O)N1CCC(Cc2ccccc2)CC1 | 15 | ? | -21% | 0% | ? | 3% | -23 | -3% | 11
CC(=O)c1ccc(N2CCN(c3ncccn3)CC2)c([N+](=O)[O-])c1 | 6 | 9% | 8% | -15% | -5% | 13% | -3 | -1% | 3
O=C(N1CCOCC1)N1CCN(S(=O)(=O)c2ccccc2)C1 | 2 | -1% | 14% | ? | 9% | -6% | -7 | 13% | -4
O=C(CCNC(=O)c1ccc([N+](=O)[O-])cc1)NC1CCCCC1 | -21 | 9% | 18% | 19% | -87%[inhibitor] | 4% | 6 | 16% | -5
CN(C)C(=O)CN(c1ccc(F)c(Cl)c1)S(C)(=O)=O | 11 | -12% | 26% | -9% | ? | -2% | -1 | 1% | -2
COc1ccc(C(=O)N2CCC(C(=O)O)CC2)cc1 | 11 | 9% | 6% | 0% | -7% | 3% | 10 | 8% | 20
COc1ccc(-c2n(CC(=O)OC3CC(C)CCC3C(C)C)c3ccccc3[n+]2C)cc1 (configuration not stated) | -86* | ? | 5.8µM* | ? | -37%[inhibitor] | -1% | -201* | 6.5µM* | -27
O=C(NCc1cccc(Cl)c1)C1CCC(=O)N(CCCN2CCCC2=O)C1 (configuration not stated) | 0 | / | 2% | / | -1% | -12% | 11 | 2% | 13
Cc1cc(C(=O)N2CCCC(N3CCN(c4cccc(Cl)c4)CC3)C2)nc(C)n1 (configuration not stated) | 20 | -11% | 16% | ? | -3% | 4% | i | 15% | 4
N#Cc1ccccc1S(=O)(=O)N1CCN(Cc2cccs2)CC1 | 49 | -5% | -1% | -4% | / | -4% | -7 | -2% | -8
CC(=O)N1CCN(S(=O)(=O)c2cccc(C(=O)NCCC3=CCCCC3)c2)CC1 | -15 | 8% | -7% | -9% | ? | -2% | -6 | ? | 5
CC1=C(C(=O)OCc2cc(C)on2)N2C(=O)[C@@H](NC(=O)OCc3cc(C)on3)[C@H]2SC1 | 2 | 6%&11% | 14% | 0%&-7% | -12% | -5% | 13 | 10% | 4
Cc1noc(NS(=O)(=O)c2ccc(NC(=O)NC(C)(C(F)(F)F)C(F)(F)F)cc2)c1C | 3 | -1% | 0% | 0% | 3% | -3% | 24 | -6% | 1
CC1Cn2c(CCc3ccccc3)nnc2S1 (configuration not stated) | -4 | -8% | 0% | -5% | 12% | 3% | -8 | 2% | -8
CC(C)C[C@H](N)c1cn([C@@H](Cc2cc3ccccc3[nH]2)C(=O)N2CCNCC2)nn1 | 15 | 10% | 0% | 18% | -4%[9.22 µM] | -3% | 3 | -4% | 8
CN(C)CCNc1nc2sc3c(c2c(=O)n1-c1ccc(F)cc1)CCCCC3 | -14 | -17% | ? | 14% | 3% | 15% | -54* | 23µM* | -24
O=C(CCCN1C(=O)/C(=C\c2cccc(Br)c2)SC1=S)Nc1ccc(C(=O)O)cc1 | -7 | -15% | 13% | 8% | / | 2% | -4 | -1% | 0
CCCCN(C(=O)Cn1nnc2ccccc21)C(C(=O)NCCOC)c1ccccc1 (configuration not stated) | 7 | -2% | 10% | 3% | -7% | -7% | 34 | 15% | -3
COc1ccc(CC2NCCC3(O)CCCCC23)cc1 (configuration not stated) | 7 | 3% | -3% | 9% | -4% | 1% | -12 | 0% | 10
O=C(CC12CC3CC(CC(Br)(C3)C1)C2)NC1CCCC1 | 6 | 16% | -8% | 16% | -6% | -2% | 16 | 1% | -3
COC1=C(Nc2ccc(O)cc2)C(=O)c2ccccc2C1=O | -29 | ? | 23µM* | ? | ? | 9% | -64* | 10µM* | 5
COc1ccc(Nc2oc(-c3ccccc3)nc2C#N)cc1 | -6 | 6% | -8% | ? | -1% | ? | ? | -13% | 2
CCN(CC)S(=O)(=O)c1ccc(S(=O)(=O)N2CCCC2)cc1 | -3 | -3% | -4% | -6% | -2% | 3% | 2 | 1% | 2
CCc1ccc(NC(=O)C(C)OC(=O)c2ccc(NS(=O)(=O)c3ccc(C)c([N+](=O)[O-])c3)cc2)cc1 (configuration not stated) | -53* | 23µM* | ? | ? | ? | 9% | -77* | ? | -22
O=C(O)CN1C(=O)c2cccc3c(Br)ccc1c23 | 15 | 8% | 3% | 23% | -4% | 0% | 17 | 11% | 11
Cc1ccc(NS(=O)(=O)c2ccc(C(=O)N3CCCCCC3)cc2)cc1 | 6 | ? | -3% | 4.6µM* | 2% | 2% | 33 | -2% | 4
CC1(C)CC(=O)C(N=Nc2cccc(S(=O)(=O)N3CCOCC3)c2)=C(O)C1 | -29 | 4% | -7% | 15% | -2% | 3% | 0 | -1% | -6
CN(C(=O)CSc1n[nH]c(-c2cccs2)n1)C1CCS(=O)(=O)C1 (configuration not stated) | -11 | -3% | -6% | 1% | -5% | -2% | 12 | -3% | -6

Already shown: three of the compounds above.
SMILES | D3 antag | KB-3-1 tox | HT1080 IDH1KD tx | KB-V1 cytotox | SW480 rereplic | GLP-1R agonist | IL1B secr inh | HT1080NT lethal | D3 ag
COC1=C(Nc2ccc(O)cc2)C(=O)c2ccccc2C1=O | -29 | ? | 23µM* | ? | ? | 9% | -64* | 10µM* | 5
COc1ccc(Nc2oc(-c3ccccc3)nc2C#N)cc1 | -6 | 6% | -8% | ? | -1% | ? | ? | -13% | 2
CCN(CC)S(=O)(=O)c1ccc(S(=O)(=O)N2CCCC2)cc1 | -3 | -3% | -4% | -6% | -2% | 3% | 2 | 1% | 2
